Bioassay records: PubChem BioAssay, several laboratories
PMI inhibitors = inhibitors of human PMI, primary screen, biochemical, fluorescence intensity, coupled assay (AID 1209); purified PMI enzyme, coupled fluorescence intensity; higher % means a stronger effect; inhibition, % at 20 µM; hits with a dose series show IC50 in µM; actives 0.42% (n = 190,000);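 note: plate controls were DMSO vehicle for no effect and wells lacking substrate for full effect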
Salmonella PhoP GFP = PhoP-dependent GFP reporter repression – Salmonella Typhimurium, primary screen (AID 1863); actives 0.16% (n = 300,000); inhibition, % at 50 µM, or IC50 in µM where a hit was titrated; S. Typhimurium PhoP-regulated promoter GFP reporter, 4 h; higher % means a stronger effect;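 active = inhibition over 29.93%, a cutoff 3 SD above the screen mean, later confirmed by dose response; inconclusive = inhibition over 29.93% but no dose response follow-up; inactive = inhibition at most 29.93% or unconfirmed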;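 note: 0% = low Mg2+ inducing control and 100% = high Mg2+ repressing control; strong numbers were not always called active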
XIAP antagonists = small molecules displacing peptide from XIAP – biochemical, IAP family, fluorescence polarization (AID 1018) | XIAP BIR domain, fluorescence polarization peptide displacement; higher % means a stronger effect | one-dose displacement, % at 20 µM; IC50 in µM for titrated hits | actives 0.007% (n = 200,000); in the data active = displacement above about 50%; note: a part of the inactive calls stands beside numbers as strong as those of hits
Myeloid diff 2 = compounds promoting myeloid differentiation. ER-HoxA9 myeloid progenitors, lysozyme-GFP differentiation, flow cytometry. calls only at 10 µM. actives 1% (n = 360,000). AID 624256;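 active = normalized GFP-positive differentiation at or above the plate's own cutoff, the solvent-only control mean plus 3 SD; inconclusive = no clear call, values can overlap the other calls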;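 note: cells exposed to compound for four days before flow analysis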
human PMI inhibitors = MPI inhibition at elevated mannose 6-phosphate – biochemical, fluorescence intensity, high mannose 6-phosphate, primary screen (AID 1220); recombinant PMI enzyme, coupled fluorescence intensity; higher % means a stronger effect; inhibition, % at 20 µM; hits with a dose series show IC50 in µM; actives 0.66% (n = 190,000)
TNAP activators = stimulation of alkaline phosphatase TNAP activity – biochemical, luminescent, no phosphate acceptor, uHTS, primary screen (AID 1001). purified TNAP, luminescent activation assay, no phosphate acceptor; higher activation fold means a stronger effect. one-dose activation fold at 20 µM; EC50 in µM for titrated hits. actives 0.03% (n = 200,000); in the data active = activation fold from about 3, or a potency from the dose series; inactive = the rest, 99 in 100 with activation fold below about 1.6; note: many of its hits are not listed in these tables
RSV CPE inhibition = RSV antiviral activity via CPE protection, HEp-2 cells, primary 10 µM value included (AID 2391). HEp-2 cells, RSV-induced CPE inhibition; higher % means a stronger effect. CPE inhibition, % at 10 µM, or IC50 in µM where a hit was titrated. actives 0.13% (n = 310,000); in the data active = a potency from the dose series; inconclusive = CPE inhibition mostly from about 23% at the one dose, without a potency; inactive = the rest, 99 in 100 with CPE inhibition below about 21%; note: strong numbers were not always called active
WT yeast gro inh = growth inhibition of WT yeast, mitochondrial fusion screen; AID 1362; mitochondrial fusion phenotypic screen, WT strain; actives 2.1% (n = 190,000); inhibition, % at 10 µM; in the data active = inhibition above about 58%; tested in S. cerevisiae
SIAH1 antagonists = Siah-1 peptide-binding antagonists, primary screen, biochemical, fluorescence polarization, rhodamine-plectin, uHTS (AID 1817); Siah-1 / rhodamine-plectin peptide fluorescence polarization; higher % means a stronger effect; displacement, % at 20 µM; hits with a dose series show IC50 in µM; actives 0.02% (n = 290,000);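 active = displacement of at least 50% at 20 µM, with a fluorescence ratio check between 0.3 and a set limit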;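 note: plate controls were Siah plus tracer with DMSO for no effect and tracer alone without Siah for full effect; strong numbers were not always called active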
WT yeast gro inh mutant strain = second read-out of WT yeast gro inh, no call of its own (marks repeat the call); inhibition, %; mitochondrial fusion phenotypic screen, mutant strain inhibition
Myeloid diff 2 GFP+ MAC1+ % = recorded beside Myeloid diff 2, whose call it bears; GFP+ MAC1+ double positive, %; measured here: differentiation confirmed by MAC1 staining
Starred values were filed as active, the others as inactive; i = inactive; ? = inconclusive; . = no result given; + = active, no number; & = joins results of further samples. Cut-off read from the data, not from the text of the source, unless noted: active = inhibition above about 50%; inactive = the rest. An unsorted share of the library; any-hit rate near 3.1%.

SMILES	PMI inhibitors	Salmonella PhoP GFP	XIAP antagonists	Myeloid diff 2	Myeloid diff 2 GFP+ MAC1+ %	human PMI inhibitors	TNAP activators	RSV CPE inhibition	WT yeast gro inh	WT yeast gro inh mutant strain	SIAH1 antagonists
CC(=O)C1=C(C)OC(N)=C(C#N)C1c1ccco1 (stereo not given)	21.9%	-6.3%	4.8%	i	1.1	10.4%	1.1	2.7%	11.3	19.3	3.3%
Cc1ccc(CN2CCN(C(=O)c3ccncc3)CC2)cc1	-4.2%	-3.2%	-4.5%	i	0.6	-13.4%	1.1	2.1%	-12.0	-8.8	4.7%
CCOC(=O)N1CCN(C(=O)CSc2nc3ccccc3c(=O)n2-c2ccccc2)CC1	5.4%	-8.6%	0.7%	i	2.3	5.9%	1.2	-0.2%	-5.9	-15.9	1.1%
O=C(CCCc1ccccc1)Nc1cccc(C(=O)O)c1	-2.6%	-2.3%	-1.1%	i	0.3	2.5%	1.1	-2.4%	-11.9	7.7	-5.2%
CCc1ccc(-c2cc3c(=O)n(CC(=O)N4CCCCCC4)nc(C)n3n2)cc1	.	-1.4%	.	i	3.1	.	.	0.9%	.	.	0.0%
COc1ccc(N(CC(=O)NCCSCc2ccco2)S(=O)(=O)c2ccccc2)cc1	17.8%	4.8%	-7.2%	i	0.4	16.4%	1.1	1.0%	10.2	-22.4	-2.6%
O=C(CCN1C(=O)/C(=C\c2ccccc2)SC1=S)NNC(=O)c1ccccc1O	.	6.2%	.	i	0.1	.	.	0.5%	.	.	2.5%
COc1ccc(-n2cnnc2SCC(=O)c2ccc(S(=O)(=O)N3CCOCC3)cc2)cc1	-2.6%	-17.5%	-2.2%	i	1.3	-6.6%	1.1	1.2%	6.4	15.1	-4.5%
CCOC(=O)CNC(=O)c1sc2ncnc(N3CCc4ccccc4C3)c2c1C	8.5%	14.1%	-5.3%	i	15.0	2.4%	1	0.4%	7.1	-20.1	-3.3%
Cc1ccc(Cc2c(C)c(C#N)c3[nH]c4ccccc4n3c2=O)cc1	.	-7.7%	.	i	0.4	.	.	16.0%	.	.	-0.2%
COc1ccc(-n2c(SCC(=O)Nc3ccccc3OC)nc(O)cc2=O)cc1	.	-2.4%	.	i	0.9	.	.	1.3%	.	.	-2.6%
COc1ccc(C2C(C(C)=O)=C(O)C(=O)N2Cc2ccccc2)c(OC)c1 (stereo not given)	.	6.8%	.	i	0.8	.	.	6.8%	.	.	10.0%
CCOC(=O)C1(CC2CCCCO2)CCN(Cc2ccc(OC)cc2F)CC1 (stereo not given)	2.0%	1.4%	-6.0%	i	0.8	0.9%	1.1	-0.4%	2.2	5.1	2.9%
Cc1ccc(OCC(=O)Nc2ccc(N3CCN(C(=O)c4ccco4)CC3)cc2)cc1C	0.9%	-3.5%	-2.9%	+	1.9*	-2.5%	1.1	12.4%	5.8	-10.0	-0.2%
CC1CN(C2=N/C(=C/c3ccc4c(c3)OCO4)C(=O)N2)CC(C)O1 (stereo not given)	8.2%	-2.3%	-7.2%	i	0.1	6.3%	1.1	0.4%	5.6	12.0	-1.9%
O=C(/C=C/c1cccc(F)c1)N(c1ccccn1)C1CCCCC1	6.6%	3.2%	-6.4%	i	0.4	0.7%	1.1	2.0%	-4.8	-11.0	-0.8%
C/C(=C\C(=O)c1sccc1Cl)N(C)C	-5.4%	0.1%	-16.5%	i	1.5	-1.2%	1.1	2.9%	-7.3	14.3	1.9%
Cn1c(C(=O)NCc2ccccn2)cc2c(=O)n(C)c3ccccc3c21	0.6%	5.9%	3.1%	i	2.2	-9.3%	1.2	-2.1%	6.8	-2.4	3.5%
N/C(=N\OC(=O)c1cccs1)c1cccnc1	.	7.1%	.	i	0.4	.	.	1.4%	.	.	2.7%
CCN1CCN(c2cc(C)c3cc(NC(=S)N4CCCCC4)ccc3n2)CC1	13.4%	-7.4%	0.9%	i	0.1	41.6%	1	-3.1%	21.0	20.1	-12.7%
NS(=O)(=O)c1cccc(NC(=O)COC(=O)c2cc(Cl)ccc2[N+](=O)[O-])c1	.	-0.8%	.	i	0.2	.	.	-1.2%	.	.	6.4%
COc1ccc(C(=O)Oc2cc(OC)cc(OC)c2C(C)=O)cc1	5.8%	-3.0%	-3.5%	i	0.3	4.9%	1.1	2.6%	-0.3	-14.9	-4.8%
CCN=C1S/C(=C/c2ccc(-c3ccc(F)cc3)o2)C(=O)N1CC	.	4.3%	.	i	0.1	.	.	3.1%	.	.	-1.1%
COc1ccccc1OC(C)C(=O)Nc1ccc(S(=O)(=O)Nc2nccs2)cc1 (stereo not given)	.	0.1%	.	i	0.4	.	.	1.2%	.	.	2.0%
O=C(CCN(NC(=O)c1ccccc1)C1=NS(=O)(=O)c2ccccc21)NC1CCCCC1	0.7%	-14.0%	-9.0%	i	0.2	-4.1%	1.1	0.1%	-3.3	7.4	-2.8%

Whole records from above:
C/C(=C\C(=O)c1sccc1Cl)N(C)C across the screens: PMI inhibitors: -5.4%; Salmonella PhoP GFP: 0.1%; XIAP antagonists: -16.5%; Myeloid diff 2: i; Myeloid diff 2 GFP+ MAC1+ %: 1.5; human PMI inhibitors: -1.2%; TNAP activators: 1.1; RSV CPE inhibition: 2.9%; WT yeast gro inh: -7.3; WT yeast gro inh mutant strain: 14.3; SIAH1 antagonists: 1.9%
O=C(CCN(NC(=O)c1ccccc1)C1=NS(=O)(=O)c2ccccc21)NC1CCCCC1 across the screens: PMI inhibitors: 0.7%; Salmonella PhoP GFP: -14.0%; XIAP antagonists: -9.0%; Myeloid diff 2: i; Myeloid diff 2 GFP+ MAC1+ %: 0.2; human PMI inhibitors: -4.1%; TNAP activators: 1.1; RSV CPE inhibition: 0.1%; WT yeast gro inh: -3.3; WT yeast gro inh mutant strain: 7.4; SIAH1 antagonists: -2.8%

Other results.
SMILES	PMI inhibitors	Salmonella PhoP GFP	XIAP antagonists	Myeloid diff 2	Myeloid diff 2 GFP+ MAC1+ %	human PMI inhibitors	TNAP activators	RSV CPE inhibition	WT yeast gro inh	WT yeast gro inh mutant strain	SIAH1 antagonists
O=C(NN=C1CCC(c2ccccc2)CC1)c1ccccc1-n1cccc1 (stereo not given)	3.9%	-6.2%	-3.8%	i	0.1	-8.3%	1.1	0.8%	-7.7	1.5	0.8%
Oc1cccc(C=Nc2cccc3ccccc23)c1O	.	21.3%	.	i	0.1	.	.	1.4%	.	.	29.3%
O=C(COc1ccccc1)NC(=S)Nc1ccc(Br)cn1	.	-4.6%	.	i	0.4	.	.	19.1%	.	.	2.0%
CC(=O)N1c2ccc(S(=O)(=O)N3CCC(C(=O)NCc4ccc(Cl)cc4)CC3)cc2CC1C (stereo not given)	.	2.7%	.	i	8.0	.	.	13.2%	.	.	-6.6%
CC(C)N1CN(c2ccccc2)C(=S)N(c2ccccc2)C1	.	0.4%	.	i	0.3	.	.	1.2%	.	.	12.3%
Cc1cc2c(c(=O)o1)C(c1cccs1)C(C#N)=C(N)O2 (stereo not given)	6.9%	-3.3%	-0.9%	i	0.2	6.7%	1.3	2.6%	-10.2	-5.7	-3.6%
CN(C)/C=C/C(=O)c1ccc(-n2cccc2)cc1	-2.1%	14.0%	-9.8%	i	0.4	0.5%	1.1	3.6%	6.8	7.2	2.3%
Cn1c(=NC(=O)C2CCN(S(=O)(=O)c3cccs3)CC2)sc2ccccc21	6.5%	18.0%	-5.6%	i	0.9&0.6	7.5%	1.1	0.7%	17.6	-4.3	0.0%
CCOC(=O)N1CCC(NC(=O)C2CCN(C(=O)c3cc4oc(C)cc4n3Cc3c(F)cccc3Cl)CC2)CC1	7.1%	-8.7%	-6.4%	i	0.5	11.3%	1.2	5.7%	20.1	-0.4	0.4%
Cc1ccccc1CNC(=O)CC1C(=O)NCCN1CC1CCCCC1 (stereo not given)	15.7%	5.8%	-0.2%	i	0.1	15.1%	1.1	3.6%	11.1	15.3	2.7%
CCCc1ccc(C(=O)/C=C/N(C)C)cc1	14.2%	6.8%	-4.8%	i	0.6	12.4%	1	-1.1%	0.6	-14.0	2.9%
CC(CN1CCCC1)C(=O)NN (stereo not given)	-8.2%	3.0%	-5.3%	i	0.4	-2.4%	1.1	0.8%	8.9	4.3	1.1%
Cc1ccc(NC(=O)c2cc(NC(=O)c3ccco3)ccc2N2CCCCC2)cc1	5.8%	-10.8%	-6.6%	i	0.3	2.2%	1.1	5.4%	4.6	9.4	-3.7%
CCCCCCOc1ccc(C(CC(=O)NC)C(=O)O)cc1 (stereo not given)	-0.4%	0.6%	3.7%	i	0.9	-2.4%	1.1	2.9%	-14.2	-11.4	11.3%
COC(=O)c1c(NC(=O)C(C)C)sc(C(=O)N2CCOCC2)c1C	.	-0.2%	.	i	4.4	.	.	1.4%	.	.	-0.2%
O=C(CSc1ncnc2c1oc1ccccc12)Nc1cccc(C(F)(F)F)c1	-1.8%	-4.4%	-2.4%	i	2.5	-7.8%	1.2	1.1%	15.9	0.3	0.4%
COc1ccc(-n2nc3c(N4CCC(C(=O)NCCc5ccco5)CC4)nnc(C)c3c2C)cc1	.	-7.1%	.	i	6.3	.	.	2.6%	.	.	-2.9%
C/C(=N\Nc1nc2ccccc2s1)c1ccc2c(c1)OCO2	8.2%	5.4%	0.5%	i	0.2	15.2%	1.1	?	16.4	-0.6	5.7%
COc1ccc(C)cc1Nc1nc(-c2ccccc2O)nc2ccccc12	.	-1.7%	.	i	0.8	.	.	10.5%	.	.	7.3%
CCOC(=O)CSc1nc2sc3c(c2c(=O)n1CC)CC(C)(C)OC3	-2.5%	9.2%	-4.7%	i	5.5	-5.4%	1.1	0.9%	-4.5	7.0	2.2%
COc1cccc(-c2noc(CCC(=O)NCCc3ccccc3)n2)c1	.	1.3%	.	i	0.7	.	.	0.6%	.	.	11.2%
CC(C)(C)NCC(O)CON=C1c2ccccc2-c2ccccc21 (stereo not given)	6.4%	-0.3%	-1.8%	i	0.1	0.8%	1.1	4.5%	33.8	25.7	2.6%
COC(=O)C1CCN(C(=O)c2ccc(OC3CCN(Cc4ccccn4)CC3)cc2)CC1	11.2%	-1.9%	-3.4%	i	0.4	11.2%	1	-0.2%	0.6	10.1	0.2%

Among those listed so far, these contain a cyano group.
SMILES	PMI inhibitors	Salmonella PhoP GFP	XIAP antagonists	Myeloid diff 2	Myeloid diff 2 GFP+ MAC1+ %	human PMI inhibitors	TNAP activators	RSV CPE inhibition	WT yeast gro inh	WT yeast gro inh mutant strain	SIAH1 antagonists
CC(=O)C1=C(C)OC(N)=C(C#N)C1c1ccco1 (stereo not given)	21.9%	-6.3%	4.8%	i	1.1	10.4%	1.1	2.7%	11.3	19.3	3.3%
Cc1ccc(Cc2c(C)c(C#N)c3[nH]c4ccccc4n3c2=O)cc1	.	-7.7%	.	i	0.4	.	.	16.0%	.	.	-0.2%
Cc1cc2c(c(=O)o1)C(c1cccs1)C(C#N)=C(N)O2 (stereo not given)	6.9%	-3.3%	-0.9%	i	0.2	6.7%	1.3	2.6%	-10.2	-5.7	-3.6%
